# Screening data as filed in PubChem BioAssay.
# NOD1 NF-kB reporter – NOD1 signaling inhibitors, primary screen, cell-based, luminescence, uHTS (AID 1578). NOD1-driven NF-kB luciferase reporter cells, luminescence; higher % means a stronger effect. 290,000 compounds, 1% hits. inhibition, % at 4 µM, or EC50 in µM where a hit was titrated; in the data active means inhibition mostly above about 36%, no sharp cut-off; inactive means mostly below about 34%;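 further: HEK-293T reporter cells stimulated with the NOD1 agonist gamma-tri-DAP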
# LYP inhibition – inhibitors of LYP phosphatase, biochemical, fluorescence intensity, uHTS (AID 1779); recombinant LYP phosphatase, fluorescence intensity; higher % means a stronger effect; inhibition, % at 11.5 µM, or IC50 in µM where a hit was titrated; 290,000 compounds, 0.054% hits;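 further: plate controls were vehicle with enzyme for no effect and no enzyme for full effect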
# KOR beta-arrestin-1 – kappa opioid receptor blockers – cell-based, luminescence, uHTS (AID 1778) | KOR beta-arrestin recruitment, luminescence, antagonist mode; higher % means a stronger effect | inhibition, % at 10 µM, or IC50 in µM where a hit was titrated | 290,000 compounds, 0.091% hits; further: strong numbers were not always called active
# KOR beta-arrestin-2 – kappa opioid receptor activators – cell-based, luminescence, uHTS, primary screen (AID 1777); KOR beta-arrestin recruitment, luminescence; higher % means a stronger effect; activation, % at 10 µM; hits with a dose series show EC50 in µM; 280,000 compounds, 0.02% hits; in the data active means activation above about 50%, passing the limit was not always enough; further: a part of the inactive calls stands beside numbers as strong as those of hits
# HIV peptide binding – cell-free HIV fusion peptide-binding blockers – biochemical, uHTS, fluorescence dequenching, primary screen (AID 1986). 290,000 compounds, 0.3% hits. inhibition, % at 20 µM; hits with a dose series show IC50 in µM. cell-free peptide binding, fluorescence dequenching, 30 min; higher % means a stronger effect; in the data active means inhibition mostly above about 52%, no sharp cut-off; inactive means mostly below about 76%; further: some results filed as inactive read as strong as hits
# NOD2 inhibition – inhibition of NOD2-driven NF-kB reporter – cell-based, luminescence, uHTS, HEK293 (AID 1566); HEK293 NOD2/NF-kB luciferase reporter, luminescence; higher % means a stronger effect; inhibition, % at 4 µM; hits with a dose series show EC50 in µM; 290,000 compounds, 0.63% hits; further: many of its hits are not listed in these tables
# SIAH1 antagonists – blockers of Siah-1 interaction with plectin peptide – biochemical, fluorescence polarization, rhodamine-plectin, uHTS, primary screen (AID 1817). 290,000 compounds, 0.02% hits. displacement, % at 20 µM, or IC50 in µM where a hit was titrated. Siah-1 / rhodamine-plectin peptide fluorescence polarization; higher % means a stronger effect;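 active means displacement of at least 50% at 20 µM, with a fluorescence ratio check between 0.3 and a set limit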;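 further: plate controls were Siah plus tracer with DMSO for no effect and tracer alone without Siah for full effect; strong numbers were not always called active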
# Salmonella PhoP GFP – PhoP-dependent GFP reporter repression – Salmonella Typhimurium, primary screen (AID 1863); one-dose inhibition, % at 50 µM; IC50 in µM for titrated hits; S. Typhimurium PhoP-regulated promoter GFP reporter, 4 h; higher % means a stronger effect; 300,000 compounds, 0.16% hits;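 active means inhibition over 29.93%, a cutoff 3 SD above the screen mean, later confirmed by dose response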;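 further: 0% = low Mg2+ inducing control and 100% = high Mg2+ repressing control; strong numbers were not always called active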
# Myeloid diff MLP – promotes myeloid progenitor differentiation. ER-HoxA9 myeloid progenitors, lysozyme-GFP differentiation, flow cytometry. calls only at 10 µM. 360,000 compounds, 1% hits;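 active means normalized GFP-positive differentiation at or above the plate's own cutoff, the solvent-only control mean plus 3 SD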;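 further: cells exposed to compound for four days before flow analysis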
# Myeloid diff MLP GFP+ MAC1+ % – second read-out of Myeloid diff MLP, no call of its own (marks repeat the call); GFP+ MAC1+ double positive, %; measured here: differentiation confirmed by MAC1 staining
# Numbers without * were called inactive; i = inactive; . = no result given; + = active, no number; [ ] = dose if it differs, or a comment. Unless noted, no stated cut-off is given here; in the data, active means inhibition above about 50%; inactive means the rest.
1	COc1ccc(CN2CCN(C(=O)COc3ccc4ccccc4c3)CC2)c(OC)c1
2	COc1ccc(NC2=NC(C)(C)CS2)cc1
3	O=C(O)Cn1cc(C(=O)c2ccccc2)c2ccccc21
4	CCc1c(C)nc(N)nc1N1N=C1SC(C(C)=O)C(C)=O
5	O=[N+]([O-])c1ccc(C2[C@H]3C(c4ccccc4)=NC4(CCCC4)N23)cc1 (some centres undefined)
6	CC(=NCC1CCCO1)c1c(O)n(C2CCCCC2)c(=O)[nH]c1=O (centres undefined)
7	COc1cc2[nH]c(=O)n(-c3ccccc3)c(=O)c2cc1OC
8	CCCCn1c(O)c(C(C)=NCCCN(CC)CC)c(=O)[nH]c1=O
assay / compound | 1 | 2 | 3 | 4 | 5 | 6 | 7 | 8
NOD1 NF-kB reporter | -27.8% | -24.8% | -14.6% | -11.0% | -19.9% | -2.9% | -1.7% | 4.1%
LYP inhibition | -1.0% | -4.2% | 4.0% | 6.1% | -0.2% | -1.9% | 2.2% | -5.1%
KOR beta-arrestin-1 | -27.9% | -9.4%[20 µM] | -1.9% | -3.9% | 33.7% | -7.2% | 31.7% | 21.9%
KOR beta-arrestin-2 | -0.4% | -3.3% | -1.4% | -0.4% | 8.0% | 9.9% | -3.4% | -3.3%
HIV peptide binding | 0.3% | 1.1% | 1.1% | -1.3% | 1.7% | -0.9% | 0.4% | 3.4%
NOD2 inhibition | 17.7% | -43.8% | -0.5% | 3.7% | 2.2% | 23.5% | 2.9% | 9.1%
SIAH1 antagonists | 7.7% | 5.7% | 2.7% | -0.1% | -1.3% | -5.7% | -1.2% | 2.9%
Salmonella PhoP GFP | -5.5% | -0.5% | -13.9% | -9.6% | 3.5% | 0.1% | 10.7% | -5.1%
Myeloid diff MLP | i | i | i | i | i | i | i | i
Myeloid diff MLP GFP+ MAC1+ % | 4.7 | 0.5 | 11.5 | 1.0 | 0.2 | 0.7 | 1.0 | 0.3

# Reprinted from the part before: 4 compounds; new compounds follow.
5	O=[N+]([O-])c1ccc(C2[C@H]3C(c4ccccc4)=NC4(CCCC4)N23)cc1 (some centres undefined)
6	CC(=NCC1CCCO1)c1c(O)n(C2CCCCC2)c(=O)[nH]c1=O (centres undefined)
7	COc1cc2[nH]c(=O)n(-c3ccccc3)c(=O)c2cc1OC
8	CCCCn1c(O)c(C(C)=NCCCN(CC)CC)c(=O)[nH]c1=O
9	CC(C)OCCCNC(=O)c1c(N)n(CC2CCCO2)c2nc3ccccc3nc12 (centres undefined)
10	COc1cc(/C=N/n2cnnc2)ccc1OC(=O)N(C)C
11	CCCC(=O)Nc1cc(C(=O)N2CCC3(CC2)OCCO3)ccc1S(=O)(=O)c1ccc(C)cc1
12	COC(=O)[C@@]1(Cc2ccc(F)cc2)[C@H]2c3cc(C(=O)N(C)C)[nH]c3C[C@H]2CN1C(=O)c1ccccc1
13	COc1cccc(OCCOc2ccc(/C=C3/SC(=S)NC3=O)cc2)c1
14	Cc1cc(Cl)c(S(=O)(=O)N2CCSCC2)cc1OCC(=O)NC1CCCCC1
15	CCc1ccc(C(=O)C23CN4CN(CN(C4)C2)C3)cc1
16	COc1ccc(N2C(=O)CC(N3CCC(n4c(=O)[nH]c5ccccc54)CC3)C2=O)cc1 (centres undefined)
assay / compound | 5 | 6 | 7 | 8 | 9 | 10 | 11 | 12 | 13 | 14 | 15 | 16
NOD1 NF-kB reporter | -19.9% | -2.9% | -1.7% | 4.1% | -20.4% | -5.1% | -0.4% | -0.3% | 4.27µM* | 2.58µM* | -37.2% | 0.9%
LYP inhibition | -0.2% | -1.9% | 2.2% | -5.1% | -6.9% | -2.2% | -9.6% | -2.5% | 2.8% | -1.9% | 5.7% | -7.7%
KOR beta-arrestin-1 | 33.7% | -7.2% | 31.7% | 21.9% | -36.4% | -26.6% | -2.4% | -13.9% | -67.4% | -66.5% | -17.6% | .
KOR beta-arrestin-2 | 8.0% | 9.9% | -3.4% | -3.3% | -2.5% | -3.5% | -1.2% | 0.3% | 5.5% | 13.4% | -3.0% | .
HIV peptide binding | 1.7% | -0.9% | 0.4% | 3.4% | -1.0% | 0.6% | -1.3% | 0.0% | 68.4% | 0.3% | 0.4% | 0.9%
NOD2 inhibition | 2.2% | 23.5% | 2.9% | 9.1% | -19.9% | 3.4% | 12.5% | 20.7% | 9.33µM* | 7.37µM* | -3.9% | 22.5%
SIAH1 antagonists | -1.3% | -5.7% | -1.2% | 2.9% | -1.8% | -4.0% | 0.3% | 1.1% | 27.2% | -0.4% | 0.0% | -0.4%
Salmonella PhoP GFP | 3.5% | 0.1% | 10.7% | -5.1% | -4.4% | 4.3% | 2.8% | 0.2% | -9.7% | -3.2% | 2.4% | -2.3%
Myeloid diff MLP | i | i | i | i | + | i | i | i | i | i | i | i
Myeloid diff MLP GFP+ MAC1+ % | 0.2 | 0.7 | 1.0 | 0.3 | 9.6* | 2.5 | 6.3 | 0.4 | 0.7 | 1.6 | 5.8 | 7.6

# Entries of single compounds, looked up by structure. Order of screens: NOD1 NF-kB reporter | LYP inhibition | KOR beta-arrestin-1 | KOR beta-arrestin-2 | HIV peptide binding | NOD2 inhibition | SIAH1 antagonists | Salmonella PhoP GFP | Myeloid diff MLP | Myeloid diff MLP GFP+ MAC1+ %
# CCCC(=O)Nc1cc(C(=O)N2CCC3(CC2)OCCO3)ccc1S(=O)(=O)c1ccc(C)cc1 reads -0.4% | -9.6% | -2.4% | -1.2% | -1.3% | 12.5% | 0.3% | 2.8% | i | 6.3
# COc1ccc(N2C(=O)CC(N3CCC(n4c(=O)[nH]c5ccccc54)CC3)C2=O)cc1 (centres undefined) reads 0.9% | -7.7% | . | . | 0.9% | 22.5% | -0.4% | -2.3% | i | 7.6

# Later entries.
17	COC(=O)c1ccc2nc(Nc3nc4c(F)cc(F)cc4s3)sc2c1
18	CN1CCN(c2ccc([N+](=O)[O-])c(N3CCCCC3)c2)CC1
19	COc1cc(C)c(CNCCc2c[nH]c3ccccc23)cc1C
20	O=C(Cc1ccccc1)N1CCN(Cc2ccccc2Cl)CC1
21	CCOC(=O)c1ccc(N=C(CC)c2c(O)n(C)c(=O)n(C)c2=O)cc1
22	Oc1ccc(/C=N/NP(=S)(c2ccccc2)c2ccccc2)c(O)c1O
23	O=c1[nH]c(=O)n(C2CCCCC2)c(O)c1/C=C/C=Nc1ccccc1
24	FC(F)(F)c1ccc2c(c1)NP(=S)(N1CCOCC1)c1nccn1-2 (centres undefined)
25	CC(C)CN(C(=O)CN1CC=C(c2ccccc2)CC1)c1c(N)n(CC(C)C)c(=O)[nH]c1=O
assay / compound | 17 | 18 | 19 | 20 | 21 | 22 | 23 | 24 | 25
NOD1 NF-kB reporter | 3.03µM* | -24.1% | -4.5% | 1.3% | -1.2% | 16.9% | -9.5% | -4.7% | -21.7%
LYP inhibition | 2.7% | -2.4% | -6.2% | -6.4% | -7.9% | -7.5% | 0.4% | -3.6% | -1.6%
KOR beta-arrestin-1 | -72.1% | -0.7%[20 µM] | -24.3% | 1.2% | 27.3% | -10.0% | -15.8% | 25.1% | -22.8%
KOR beta-arrestin-2 | 0.5% | -3.1% | 1.4% | 0.2% | 3.1% | -1.3% | 1.1% | 9.5% | 4.0%
HIV peptide binding | 16.0% | -0.2% | -1.6% | 1.2% | 2.0% | 22.4% | 145.8% | -2.5% | 0.7%
NOD2 inhibition | 0.3µM* | 16.3% | 5.4% | 8.8% | 22.7% | 23.3% | 24.8% | 1.4% | -2.5%
SIAH1 antagonists | 9.6% | 3.7% | 2.8% | -0.4% | 5.7% | -8.9% | 7.5% | -0.1% | 0.0%
Salmonella PhoP GFP | -8.7% | . | 5.9% | 10.1% | 4.7% | 5.2% | -21.2% | -9.1% | -1.9%
Myeloid diff MLP | i | i | i | i | i | i | + | i | i
Myeloid diff MLP GFP+ MAC1+ % | 0.4 | 0.2 | 0.8 | 0.5 | 0.3 | 1.8 | 1.6* | 1.8 | 0.4

# A portion of the library. The share of hits here may be higher or lower than overall.
